N370S GC mod – qHTS Assay for Inhibitors and Activators of N370S glucocerebrosidase as a Potential Chaperone Treatment of Gaucher Disease; Potency, µM (highest dose often 59.4 µM), inactives show at the highest dose activity change, negative = inhibition, actives largely listed as inhibitors; Lysosomal acid glucosylceramidase (Homo sapiens), P04062; N370S GC spleen homogenate, 4MU-glucoside fluorescence; actives 0.092% (n = 330,000); AID 2101, 2009;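 note: 0% = full enzyme activity and -100% = no enzyme basal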
FEN1 inhibitor – qHTS Assay for the Inhibitors of Human Flap endonuclease 1 (FEN1); actives 0.35% (n = 390,000); P39748; Potency, µM (titrated, usually from 114 µM), for inactives: top-dose activity change, negative = inhibition, actives largely listed as inhibitors; Recombinant FEN1 flap cleavage, fluorescence, 15 min; note: nearly all actives have a fitted effect of over 65% in size
Target sequence (P39748 whole entry, looked up): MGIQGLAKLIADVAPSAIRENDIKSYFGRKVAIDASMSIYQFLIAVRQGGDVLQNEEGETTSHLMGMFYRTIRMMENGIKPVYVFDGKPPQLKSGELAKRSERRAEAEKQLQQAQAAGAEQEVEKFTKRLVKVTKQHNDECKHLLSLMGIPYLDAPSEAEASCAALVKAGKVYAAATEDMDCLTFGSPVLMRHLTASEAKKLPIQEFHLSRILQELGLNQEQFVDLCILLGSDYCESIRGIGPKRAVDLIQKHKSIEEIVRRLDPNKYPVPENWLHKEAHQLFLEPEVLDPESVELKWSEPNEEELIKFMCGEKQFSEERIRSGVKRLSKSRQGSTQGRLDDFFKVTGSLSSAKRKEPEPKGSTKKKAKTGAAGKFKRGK
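Steps: FEN1 (10 nM) dispensed; compound added by pin tool; 15 min at room temperature; substrate added to 50 nM final; reads at 0 min and 15 min; data normalized and fitted (four-parameter Hill).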
DT40 TDP1 CPT – qHTS for Inhibitors of human tyrosyl-DNA phosphodiesterase 1 (TDP1): qHTS in cells in presence of CPT; chicken DT40 Tdp1-/-;hTDP1 cells + 20 nM CPT, ATP luminescence, 48 h; actives 12% (n = 420,000); Potency, µM (top dose mostly 46.2 µM), without a hit: at the highest dose activity change, negative = growth inhibition, actives largely listed as inhibitors; note: nearly all actives have a fitted effect of over 55% in size
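Chicken DT40 Tdp1-/- cells complemented with human TDP1, 400 cells/well, exposed to compounds plus 20 nM camptothecin for at least 48 h at 37 C; viability read as ATP content by CellTiter-Glo luminescence.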
The depositor's hits bear a star; ? = inconclusive; . = no result given; & = joins results of further samples; ! = a repeat was not active. Calls come from the whole dose curve; as a rule, active = well fitted curve in the direction sought with a large enough effect; inconclusive = small, poorly fitted or top-dose-only effect, or another doubt; inactive = no such curve, though single readings can be large; an effect the other way counts as inactive or inconclusive. Unless noted, % is set by controls: 0 for no effect and ±100 for the full control effect; potency is the fitted concentration of half-maximal effect. This is a subset, so the mix of outcomes need not match the whole.

canonical_smiles | N370S GC mod | FEN1 inhibitor | DT40 TDP1 CPT
C/C(O)=C1\C(=O)[C@@H]2[C@H]3c4c[nH]c5cccc(c45)C[C@H]3C(C)(C)N2C1=O | -6%&6% | . | 10µM*
C[C@]12CC[C@H]3[C@@H](CCC4=CC(=O)CC[C@@]43C)[C@@H]1CC[C@@H]2C(=O)CO | 20% | -14% | ?
C[C@H](CCC(=O)O)[C@H]1CC[C@H]2[C@@H]3[C@@H](O)C[C@@H]4C[C@H](O)CC[C@]4(C)[C@H]3CC[C@]12C | -11% | 17% | ?
CC[C@@H]1C(=O)OC[C@@H]1Cc1cncn1C | 0% | -10% | -3%
CN(C)C/C=C(/c1ccc(Br)cc1)c1cccnc1 | -8% | 2% | 30µM*!
CCC1C(=O)OCC1Cc1cncn1C (stereo unspecified) | -2%&-10%&2% | . | 7%&-20%&-12%

Rewritten with values under each structure: part of the list above
Second line of a record – N370S GC mod, FEN1 inhibitor, DT40 TDP1 CPT
C[C@H](CCC(=O)O)[C@H]1CC[C@H]2[C@@H]3[C@@H](O)C[C@@H]4C[C@H](O)CC[C@]4(C)[C@H]3CC[C@]12C
  -11%, 17%, ?
C/C(O)=C1\C(=O)[C@@H]2[C@H]3c4c[nH]c5cccc(c45)C[C@H]3C(C)(C)N2C1=O
  -6%&6%, ., 10µM*
CN(C)C/C=C(/c1ccc(Br)cc1)c1cccnc1
  -8%, 2%, 30µM*!

Limited to DT40 TDP1 CPT, for some of the entries so far:
Molecule | DT40 TDP1 CPT
CCC1C(=O)OCC1Cc1cncn1C (stereo unspecified) | 7%&-20%&-12%
C[C@H](CCC(=O)O)[C@H]1CC[C@H]2[C@@H]3[C@@H](O)C[C@@H]4C[C@H](O)CC[C@]4(C)[C@H]3CC[C@]12C | ?
